High-throughput results (PubChem)
Giardia killer: Small Molecules that selectively kill Giardia lamblia: qHTS. Giardia lamblia trophozoite viability. activity change, % at 7.66 µM, hits read low. 340,000 tested, 0.15% active; in the data active means activity change below about -80%; inconclusive means between about -30% and that limit;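 further: parasites exposed to compound for two days anaerobically before the ATP read; on the % scale 0 is the no-effect control and ±100 the full control effect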
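Luminescent ATP signal served as the viability read-out, measured 15-30 min after adding ATP detection reagent to trophozoites that had been incubated with compounds for 48 hrs at 37 deg C anaerobically at 100 cells/well.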
GALK inhibitor: qHTS Assay for Inhibitors of Human Galactokinase (GALK) | P51570 | 270,000 tested, 0.007% active | AID 1868, 2009 | Purified GALK, Kinase-Glo residual ATP luminescence | Potency, µM (doses to about 57.5 µM), for the others: top-dose activity change, negative = inhibition, most hits filed as inhibitors; further: potency means the concentration at half of the fitted maximal effect; on the % scale 0 is the no-effect control and ±100 the full control effect
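GALK at 5 nM final was combined with compound, 35 uM ATP and 100 uM galactose in HEPES pH8.0 with MgCl2 and DTT. The reaction ran one hour at room temperature before luminescent ATP detection.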
ASM inhibitor: Inhibitors of Secretory Acid Sphingomyelinase (S-ASM): qHTS | Sphingomyelin phosphodiesterase (Homo sapiens), P17405 | placental ASM, HMU-PC fluorogenic substrate, 60 min | Potency, µM (doses to about 57.5 µM), for the others: at the top dose activity change, negative = inhibition, usual class: inhibitors | 340,000 tested, 0.006% active; further: potency means the concentration at half of the fitted maximal effect
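Fluorogenic HMU-PC substrate (9 uM final) is turned over by placental ASM in 60 min at 37 C after a 10 min compound preincubation. Reaction ended by alkaline stop (pH 10), with fluorescence read at 386/447 nm.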
Menin-MLL TR inh: qHTS Assay for Inhibitors Targeting the Menin-MLL Interaction in MLL Related Leukemias: Competition With Texas Red Labeled MLL-derived Mutant Peptide; O00255; Menin + Texas Red MLL mutant peptide, fluorescence polarization; Potency, µM (highest dose often 61.6 µM), for the others: at the highest dose FP activity change, negative = inhibition, usual class: inhibitors; 270,000 tested, 0.23% active; AID 1768, 2009; active means well fitted inhibition curve with a large enough effect in the polarisation, with a control signal flat, not every such curve was filed as active; inconclusive means small, poorly fitted or top-dose-only effect, or effect the other way, or a change in a side signal; inactive means no such curve, though single readings can be large or run the other way; the % refers to the polarisation; further: potency means the concentration at half of the fitted maximal effect; % of control where 0% means no effect; many of its hits are not listed in these tables
Chronic BCR inh: qHTS Assay to Find Inhibitors of Chronic Active B-Cell Receptor Signaling. ABC-DLBCL IkBa-CBG/CBR reporter, luminescence ratio, 4 h. 340,000 tested, 0.05% active. AID 493014, 2011. Potency, µM (highest dose often 46.1 µM), for inactives: at the top dose ratio change, negative = lower green/red ratio, actives largely listed as inhibitors; active means well fitted inhibition curve with a large enough effect in the signal ratio, with a control signal flat, not every such curve was filed as active; inconclusive means small, poorly fitted or top-dose-only effect, or effect the other way, or a change in a side signal; the % refers to the signal ratio;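 further: potency means the concentration at half of the fitted maximal effect; plate controls were basal doxycycline-induced cells for no effect and cells given 10 µM MG132 for full effect; MG132 reads +100%, hits lower the ratio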
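Compounds up to 46 uM were incubated four hours with TMD8 cells whose green CBG68 luciferase is fused to IkappaBalpha; red CBR luminescence normalised the signal, and concentration-effect curves were fitted to fusion, red and ratio data.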
TSG101-PTAP inh: qHTS Assay for Iinhibitors of HIV-1 Budding by Blocking the Interaction of PTAP/TSG101; Tumor susceptibility gene 101 protein (Homo sapiens), Q99816; Fluorescence polarization, FITC-PTAP peptide / Tsg101 binding; Potency, µM (series often up to 115 µM), without a hit: top-dose activity change, negative = inhibition, usual class: inhibitors; 340,000 tested, under 10 active; AID 493005, 2010; active means well fitted inhibition curve with a large enough effect in the main read-out, with a control signal flat, not every such curve was filed as active; inconclusive means small, poorly fitted or top-dose-only effect, or effect the other way, or a change in a side signal; inactive means no such curve, though single readings can be large or run the other way; further: potency means the concentration at half of the fitted maximal effect; % of control where 0% means no effect
Target sequence (Q99816 whole entry, looked up): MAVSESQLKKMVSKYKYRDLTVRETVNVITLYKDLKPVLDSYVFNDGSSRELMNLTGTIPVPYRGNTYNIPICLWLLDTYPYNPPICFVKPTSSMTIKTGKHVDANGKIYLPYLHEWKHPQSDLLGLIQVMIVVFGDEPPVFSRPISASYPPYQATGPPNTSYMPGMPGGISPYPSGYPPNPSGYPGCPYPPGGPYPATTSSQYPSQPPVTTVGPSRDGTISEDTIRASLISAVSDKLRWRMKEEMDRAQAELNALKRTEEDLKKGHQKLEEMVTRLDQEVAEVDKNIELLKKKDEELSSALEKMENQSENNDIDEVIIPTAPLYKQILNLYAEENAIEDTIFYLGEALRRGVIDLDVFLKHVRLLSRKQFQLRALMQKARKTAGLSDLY
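Fluorescence anisotropy tracks displacement of a FITC-tagged PTAP peptide (50 nM) from the Tsg101 binding domain (10 uM), following a 20 min room-temperature incubation at pH 7.5.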
a7 integrin act: qHTS for Activators of Integrin-Mediated Alleviation for Muscular Dystrophy. alpha7betagal myoblasts, beta-gal FDG fluorescence, 48 h. Potency, µM (titrated, usually from 38.3 µM), for the others: at the top dose activation, usual class: activators. 350,000 tested, 0.064% active;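 further: potency means the concentration at half of the fitted maximal effect; 100% = response of the positive control SU9516; nearly all actives have a fitted effect of over 60% in size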
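Alpha7betagal+/- myoblasts (passage 13) were plated 16-24 hr, then exposed to compounds (1:260 dilution of DMSO stock) for 48 hours at 37C. After MPER lysis, β-galactosidase reporter activity was read as FDG fluorescence (ex 480/em 540) after 30 minutes.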
Tb PFK inh: qHTS Assay to Find Inhibitors of T. brucei phosphofructokinase; ATP-dependent 6-phosphofructokinase (Trypanosoma brucei brucei), O15648; T. brucei PFK, ADP-Glo luminescence; Potency, µM (doses to about 57.5 µM), for the others: at the highest dose activity, negative = inhibition, most hits filed as inhibitors; 330,000 tested, 0.17% active; AID 485367, 2010;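 further: potency means the concentration at half of the fitted maximal effect; 0% = uninhibited 1x PFK enzyme wells and -100% = no-enzyme wells; nearly all actives have a fitted effect of over 60% in size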
Target sequence (O15648 whole entry, looked up): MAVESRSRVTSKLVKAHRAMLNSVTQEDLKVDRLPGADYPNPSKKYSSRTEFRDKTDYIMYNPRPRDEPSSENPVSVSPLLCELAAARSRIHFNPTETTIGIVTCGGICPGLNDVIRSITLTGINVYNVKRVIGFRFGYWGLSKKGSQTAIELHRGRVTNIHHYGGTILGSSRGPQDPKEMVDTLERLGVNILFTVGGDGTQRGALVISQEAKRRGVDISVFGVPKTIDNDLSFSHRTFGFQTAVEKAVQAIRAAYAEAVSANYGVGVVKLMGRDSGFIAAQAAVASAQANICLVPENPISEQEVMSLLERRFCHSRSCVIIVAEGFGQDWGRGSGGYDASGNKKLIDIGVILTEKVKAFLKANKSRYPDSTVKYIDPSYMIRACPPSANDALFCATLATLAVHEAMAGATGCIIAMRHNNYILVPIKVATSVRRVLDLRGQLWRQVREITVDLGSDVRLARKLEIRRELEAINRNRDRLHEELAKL
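Luminescent ADP detection (ADP-Glo, two-step: ATP depletion then ADP-to-ATP conversion for luciferase) reported PFK activity after 45 min room-temperature reaction of 1.25 nM enzyme with 0.5 mM F6P and 0.1 mM ATP at pH 8.0.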
Coupling enz: qHTS Assay for Inhibitors of Fructose-1,6-bisphosphate Aldolase from Giardia Lamblia: Coupling assay counterscreen; activity change, negative = inhibition, % at 58.2 µM, hits read low; AID 2472, 2010; 290,000 tested, 0.67% active; coupling enzyme system counterscreen, AmpLite Red fluorescence; in the data active means activity change below about -30%; further: on the % scale 0 is the no-effect control and ±100 the full control effect
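Fluorescence at 525 nm excitation and 598 nm emission measured inhibition of the coupled detection system without aldolase. Compounds (at 57.5 uM final) were preincubated 10 min at room temperature with coupling enzyme reagent before a 20 min substrate/AmpLite Red step.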
B2AR arrestin: qHTS assay of beta-arrestin-biased ligands of beta2-adrenergic receptor. beta-arrestin recruitment to beta2AR, cell-based reporter. Potency, µM (titrated, usually from 46.1 µM), for inactives: at the top dose activation, actives largely listed as activators. 330,000 tested, 0.02% active;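 further: potency means the concentration at half of the fitted maximal effect; 0% = DMSO controls and full agonism = EC100 isoproterenol or metaproterenol; nearly all actives have a fitted effect of over 65% in size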
PKM2 activator: qHTS Assay for Activators of Human Muscle isoform 2 Pyruvate Kinase; 260,000 tested, 0.34% active; purified PKM2, Kinase-Glo ATP luminescence, activation; response scale: 0% is enzyme alone, no compound; Potency, µM (highest dose often 57.5 µM), for the others: top-dose activation, most hits filed as activators; Pyruvate kinase PKM (Homo sapiens), P14618; further: potency means the concentration at half of the fitted maximal effect; on the % scale 0 is the no-effect control and ±100 the full control effect; nearly all actives have a fitted effect of over 55% in size
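ATP formation by purified human PK-M2, quantified via coupled luciferase luminescence after 1 h at room temperature with 0.1 mM ADP and 0.5 mM PEP final.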
* hit, by the source's call; i = inactive; ? = inconclusive; . = not tested or not shown; [ ] = another dose, or the depositor's remark. Unless noted, the call rests on the fitted dose curve; in most records, active means well fitted curve in the direction sought with a large enough effect; inconclusive means small, poorly fitted or top-dose-only effect, or another doubt; inactive means no such curve, though single readings can be large; an effect the other way counts as inactive or inconclusive. These rows are one share of the data; rates above refer to the full screens.

SMILES	Giardia killer	GALK inhibitor	ASM inhibitor	Menin-MLL TR inh	Chronic BCR inh	TSG101-PTAP inh	a7 integrin act	Tb PFK inh	Coupling enz	B2AR arrestin	PKM2 activator
O=C(c1ccccc1)c1ccc(OCC(O)CN2CCCC2)cc1 (stereo not drawn)	-27	-2%	-2%	-22%	12%	-8%	-18%	2%	7	-1.0%	8%
CCc1ccc(NC(=O)NNC(=O)c2ccc3ccccc3c2O)cc1	13	-1%	192%[activator]	?	6%	-5%	12%	0%	10	0.3%	3%
COc1cc(/C=N/n2cnc3scc(-c4cccs4)c3c2=O)cc(OC)c1OC	12	0%	-1%	-25%	-5%	-9%	4%	4%	-4	0.1%	8%
O=C(COc1ccc2ccccc2c1)NCC1CCCO1 (stereo not drawn)	16	11%	-3%	-12%	-25%	2%	0%	-1%	2	0.3%	.
COc1ccc(OC)c2[nH]c(=O)c(CCNC(=O)C(C)(C)C)cc12	6	0%	11%	1%	-2%	-4%	3%	0%	2	-0.3%	-1%
CCOC(=O)c1c(C)c(C(=O)Nc2cc(F)ccc2F)c(C)n1C	-2	0%	2%	3%	0%	3%	14%	1%	-1	-1.8%	6%
CCOC(=O)c1c(C)[nH]c(N=Nc2ccc(C)cc2)c1C	-12	-1%	-20%	.	?	-6%	-19%	-3%	-9	0.1%	0%
C[N+](C)(CC#Cc1ccccc1)CC(=O)c1ccc(Cl)cc1	7	.	-5%	?	2%	-1%	0%	3%	2	-0.7%	3%
CCOc1ccc(OCC)c(NC(=O)CN2CCN(C(=O)c3ccco3)CC2)c1	3	0%	1%	-22%	-3%	2%	-4%	-4%	0	-0.1%	10%
Cc1ccnc(NC(=O)C2CCN(S(=O)(=O)c3cccc4nonc34)CC2)c1	-2	1%	-2%	?	-2%	-4%	11%	-1%	1	0.0%	-3%
CCC(C)(C)NC(=O)CN(C(=O)CCC(=O)Nc1nccs1)c1ccc2c(c1)OCO2	-6	-5%	18%	-8%	-4%	-4%	6%	0%	-1	-0.2%	-5%
CC1(c2nnc(-c3ccc(F)cc3)o2)CC(c2cccc(Cl)c2)=NO1 (stereo not drawn)	?	4%	-12%	.	?	-1%	-12%	-1%	3	-0.4%	-4%
Cc1cc(-c2nc3ncccc3o2)ccc1NC(=S)NC(=O)c1ccco1	-15	7%	133%[activator]	?	?	-7%	16%	-2%	1	-0.2%	0%
CCOC(=O)c1cc(-c2ccc(N3CCOCC3)cc2)nn1-c1ccccc1C(=O)O	9	.	1%	.	?	0%	2%	-8%	-1	3.4%	-4%
C/C(=N\NC(=O)CN1CCCCC1)c1ccccc1O	-16	-3%	3%	0%	0%	-1%	-2%	8%	2	0.0%	.

Looked up one by one from above (four):
SMILES	Giardia killer	GALK inhibitor	ASM inhibitor	Menin-MLL TR inh	Chronic BCR inh	TSG101-PTAP inh	a7 integrin act	Tb PFK inh	Coupling enz	B2AR arrestin	PKM2 activator
O=C(COc1ccc2ccccc2c1)NCC1CCCO1 (stereo not drawn)	16	11%	-3%	-12%	-25%	2%	0%	-1%	2	0.3%	.
C/C(=N\NC(=O)CN1CCCCC1)c1ccccc1O	-16	-3%	3%	0%	0%	-1%	-2%	8%	2	0.0%	.
O=C(c1ccccc1)c1ccc(OCC(O)CN2CCCC2)cc1 (stereo not drawn)	-27	-2%	-2%	-22%	12%	-8%	-18%	2%	7	-1.0%	8%
CCC(C)(C)NC(=O)CN(C(=O)CCC(=O)Nc1nccs1)c1ccc2c(c1)OCO2	-6	-5%	18%	-8%	-4%	-4%	6%	0%	-1	-0.2%	-5%

Further records.
SMILES	Giardia killer	GALK inhibitor	ASM inhibitor	Menin-MLL TR inh	Chronic BCR inh	TSG101-PTAP inh	a7 integrin act	Tb PFK inh	Coupling enz	B2AR arrestin	PKM2 activator
NC(=O)CC[C@H](NC(=O)c1ccc(Cl)cc1)C(=O)NNC(=O)COc1cccc(Br)c1	1	.	-4%	.	-2%	-3%	4%	5%	.	-0.7%	.
CC1CCCN(C(=O)c2ccc([N+](=O)[O-])o2)C1 (stereo not drawn)	-84*	-5%	0%	-13%	1%	-3%	-29%	0%	-1	-0.6%	-2%
O=C1CCCC2=C1C1O[C@](CCCCN3C(=O)c4ccccc4C3=O)(Cc3c1ccc1ccccc31)O2	.	.	.	-6%[11.7 µM]	-6%[9.22 µM]	.	.	8%[11.5 µM]	-3	-0.5%[9.22 µM]	2%[11.5 µM]
Cc1ccc(S(=O)(=O)NCCCCCC(=O)Nc2ccccc2C)cc1	5	.	3%	-22%	-3%	-5%	7%	-2%	2	-4.6%	-1%
Cc1cc(N)n2nc(C)c(-c3ccccc3)c2n1	-17	1%	3%	11%	4%	-4%	-2%	-7%	1	-0.2%	-6%
COc1ccc(-n2cnnc2SCC(=O)NC2CCS(=O)(=O)C2)cc1 (stereo not drawn)	0	5%	-1%	27%	.	-4%	6%	.	-2	.	2%
CCCC1CC(C)(/C(C)=N\NC(N)=S)OC1=O (stereo not drawn)	9	2%	3%	4%	-3%	-2%	?	-2%	3	0.4%	-4%
Cc1cc(C)c(S(=O)(=O)Cc2ccccc2)c(=O)[nH]1	32[activator]	3%	6%	34%[activator]	?	-11%	-23%	-6%	-2	0.5%	-8%
CCN(Cc1ccncc1)C(=O)c1cc(COc2ccc(F)cc2F)on1	5	-6%	3%	.	3%	-4%	15%	-2%	.	0.3%	.
CNC(=S)NNC(=O)c1c(C)nc2cc(C)ccn12	-13	-3%	0%	.	-4%	1%	3%	1%	1	-0.4%	-2%
COc1cccc2cc(C(=O)OCC(=O)N3CC(C)OC(C)C3)c(=O)oc12 (stereo not drawn)	-3	.	-2%	.	?	-3%	-25%	0%	.	-0.9%	.
O=C1OC(c2ccccc2)Cc2cc(C(=O)N3CCN(c4ccc(F)cc4)CC3)ccc21 (stereo not drawn)	6	.	0%	.	12%	1%	1%	-1%	.	-0.3%	.
O=C(CCC(=O)N1CCc2ccccc2C1)N1CCN(S(=O)(=O)c2ccccc2)CC1	3	-4%	2%	-8%	4%	-5%	-11%	-1%	-19	-0.1%	14%
O=c1c2ccccc2n(CC(O)CN2CCOCC2)c2ccccc12 (stereo not drawn)	-8	0%	i	-14%	-1%	0%	-4%	-10%	-2	-0.3%	.
CCc1ccc(NC(=O)COC(=O)c2nc3nc(C)cc(C)n3n2)cc1	-2	.	-1%	.	0%	-4%	-3%	-2%	.	0.1%	.
COc1cc(NC(=O)c2ccccc2)cc(OC)c1	-16	2%	-3%	6%	?	-1%	-3%	1%	0	0.6%	-15%
CN(CC(=O)Nc1cccc(F)c1)C(=O)CCC1CCCCC1	-24	.	4%	.	0%	-6%	-19%	1%	.	0.3%	.
Cc1ccccc1NC(=O)Cn1c(C)nc2ccc(NC(=O)C3CC3)cc2c1=O	-8	5%	2%	?	-7%	-9%	2%	1%	1	-0.5%	26%
CC(C)N(C(=O)Cn1cnc2c(cnn2-c2ccccc2Cl)c1=O)C(C)C	-3	3%	-1%	14%	2%	0%	18%	-3%	-1	-0.8%	-3%
COCCN(C(=O)CSc1nc2ccccc2c(=O)n1CC(C)C)c1c(N)n(Cc2ccccc2)c(=O)[nH]c1=O	31[activator]	-3%	-3%	2%	5%	0%	9%	-8%	-4	-0.2%	-6%
C=CCn1c(CCC(O)CCCCC)n[nH]c1=S (stereo not drawn)	-2	-1%	5%	15%	-1%	0%	-28%	0%	5	-0.1%	-10%
